CFTR F508del cor: correctors of CFTR F508del function in bronchial epithelial cells; CFBE cells, YFP halide quenching; stimulated with forskolin plus potentiator P3; % fluorescence drop versus neutral controls; activity (quench increase), % at 7.58 µM; 350,000 compounds, 0.36% hits; AID 720511;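 active = mean added fluorescence quench of at least 8% versus neutral control, with both replicates also reaching 8%; inconclusive = only one of the mean or replicate conditions met; inactive = mean below 8% and not both replicates reaching 8%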;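 note: cells transiently co-express mutant CFTR-F508del with the halide-sensitive YFP; corrector assay measuring rescue of mutant channel to the surface after 24 h compound exposure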
Xi reactivation: reactivates the inactive X chromosome in mouse fibroblasts; XiGFP mouse fibroblasts, % GFP-positive cells imaging, 3 d; cells co-treated with 5-aza-dC sensitizer; scaled so ellipticine positive control = 100%; activation, % at 7.58 µM; 360,000 compounds, 0.055% hits;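 active = mean normalized replicate activation at least 10% and every replicate at or above 10%; inconclusive = only one of the two criteria met; inactive = mean below 10% and not all replicates reach 10%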;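 note: 0% = median of on-plate neutral control wells and 100% = ellipticine 6 µM median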
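material = 68-5-11 XiGFP fibroblast line | medium = DMEM plus 5-aza-dC sensitizer | schedule = 3 days compound exposure | benchmarks = positive control ellipticine, 6 µM final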
DENV2 CPE: protects cells from dengue virus 2 cytopathic effect | DENV2-infected cells, cytopathic effect rescue, plate reader | CPE inhibition, % at 9.99 µM | 350,000 compounds, 1.7% hits | AID 651640; in the data active = CPE inhibition above about 20%, passing the limit was not always enough; inconclusive = no clear call, values can overlap the other calls; tested in BHK-21 cells;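 note: 0% = median of neutral control wells and 100% = median of positive control wells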
RAD54 branch: RAD54 (human) branch migration inhibition. Q92698. RAD54 Holliday junction branch migration, FAM/BHQ fluorescence. inhibition, % at 10.4 µM. 360,000 compounds, 0.14% hits. AID 602329;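 active = mean normalized replicate activity at least 40 and at least half of replicates scoring 40 or more; inconclusive = only one of the two criteria met; inactive = mean below 40 and under half of replicates reaching 40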;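 note: 0% = median of neutral control wells and 100% = median of positive control wells; inhibitors cause a drop in the FAM fluorescence signal; in these data hits start at about 50%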
E-sel inducer: E-selectin induction on HUVECs; P16581; HUVEC E-selectin immunofluorescence imaging; normalized: neutral wells 0, TNF-alpha wells 100; 260,000 compounds, 0.37% hits; activation, % at 7.58 µM; AID 686992;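 active = mean E-selectin-positive cell signal at least 10% of the positive control, reached in at least 60% of replicates, without over 20% cell loss; inconclusive = no rule given, readout overlaps actives, possibly toxicity-flagged; inactive = the rest, including those meeting only one limit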;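 note: in these data hits start at about 27%; measured in HUVEC primary endothelial cells; signal is the percent of cells scored E-selectin positive by PE staining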
Target sequence (P16581 whole entry, looked up): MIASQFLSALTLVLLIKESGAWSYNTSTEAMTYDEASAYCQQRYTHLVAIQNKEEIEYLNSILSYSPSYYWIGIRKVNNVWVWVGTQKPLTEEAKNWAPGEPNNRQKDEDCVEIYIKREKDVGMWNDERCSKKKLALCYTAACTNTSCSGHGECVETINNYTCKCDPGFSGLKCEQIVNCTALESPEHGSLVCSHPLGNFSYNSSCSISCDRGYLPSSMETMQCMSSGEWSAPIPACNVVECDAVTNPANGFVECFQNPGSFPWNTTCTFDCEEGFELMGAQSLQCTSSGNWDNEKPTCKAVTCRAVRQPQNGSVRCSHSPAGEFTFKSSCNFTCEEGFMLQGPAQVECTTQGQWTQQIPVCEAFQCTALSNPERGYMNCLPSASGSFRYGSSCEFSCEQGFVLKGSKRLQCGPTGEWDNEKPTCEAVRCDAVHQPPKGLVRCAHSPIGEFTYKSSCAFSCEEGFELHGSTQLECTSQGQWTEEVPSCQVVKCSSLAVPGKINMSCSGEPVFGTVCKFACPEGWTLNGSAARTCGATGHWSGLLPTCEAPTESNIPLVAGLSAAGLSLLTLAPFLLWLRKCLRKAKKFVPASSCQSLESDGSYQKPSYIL
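Assay system: HUVEC, human umbilical vein endothelial cells / Amount: 3,000 HUVEC/well / Controls: TNF-alpha positive control, DMSO neutral control / Compound dosing: single concentration / Medium: EGM-2 over gelatin coat / Evaluation: percent E-selectin-positive cells / Signal: immunofluorescence imaging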
RAD52 anneal inh: RAD52 (human) annealing inhibition; inhibition, % at 18.7 µM; 360,000 compounds, 0.46% hits; P43351; recombinant RAD52 DNA annealing, FRET fluorescence; AID 651710;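 active = every replicate showing at least 50% inhibition; inconclusive = mean inhibition at least 50% but not in every replicate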
INS-1E GSIS act: GLuc luminescence reporter in INS-1E cells, primary screen for activators of glucose-dependent secretion of insulin | activation, % at 16.6 µM | 370,000 compounds, 0.61% hits | INS-1E GLuc reporter insulin secretion, 2-3 h;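 active = lowest replicate activation of at least 40%, so every replicate reaches that level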;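 note: 0% = median of neutral control wells and 100% = median of IBMX positive control wells; some compounds called inactive have numbers as strong as hits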
CASP6 VEID inh: blocks human caspase-6 cleavage activity; inhibition, % at 12.5 µM; purified caspase-6, Z-VEID-R110 cleavage fluorescence; 350,000 compounds, 0.53% hits; AID 686996; P55212;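 active = mean inhibition across replicates at least about 35%, with every replicate also reaching that limit, limit read from the data; inconclusive = only one of the two criteria met; inactive = neither criterion met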;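 note: 0% = median of neutral control wells and 100% = no fluorescence left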
Target sequence (P55212 24-179 limits assumed): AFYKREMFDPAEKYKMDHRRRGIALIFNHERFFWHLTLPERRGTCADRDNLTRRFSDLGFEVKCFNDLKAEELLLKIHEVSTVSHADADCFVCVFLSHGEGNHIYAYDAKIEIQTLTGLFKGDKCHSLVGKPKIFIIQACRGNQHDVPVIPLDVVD
Target sequence (P55212 194-293 limits assumed): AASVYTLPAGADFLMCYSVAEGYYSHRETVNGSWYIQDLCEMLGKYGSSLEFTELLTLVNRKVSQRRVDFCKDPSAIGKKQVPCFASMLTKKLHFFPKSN
Starred values were filed as active, the others as inactive; u = inconclusive; x = not tested or not shown.

Values run as follows: CFTR F508del cor	Xi reactivation	DENV2 CPE	RAD54 branch	E-sel inducer	RAD52 anneal inh	INS-1E GSIS act	CASP6 VEID inh
1. COc1ccccc1Nc1nc2nonc2[nH]c1=O
→ -2.1	0.0	5	1	x	1	-34	13
2. Cn1c(CC(=O)Nc2ccccc2F)nnc1SCC(=O)Nc1nccs1
→ -1.9	0.4	0	9	0.2	-11	4	-2
3. Oc1ccc(C[C@H]2CN([C@@H](Cc3cccc(O)c3)CN3CCC[C@@H]3CN3C(=S)NC[C@@H]3Cc3ccccc3)C(=S)N2CC2CCCCC2)cc1
→ 0.3	0.1	-5	-7	2.2	-14	7	-2
4. CC(=O)c1cccc(NC(=O)CN2CCc3cc4c(cc3C2C)OCCCO4)c1 (stereo not drawn)
→ 0.5	0.2	1	12	x	-21	-6	2
5. O=S(=O)(N[C@H]1C[C@@H](NS(=O)(=O)OCC(Cl)(Cl)Cl)C2CCCCC21)OCC(Cl)(Cl)Cl (stereo partly drawn)
→ 2.5	-0.1	-18	-4	0.0	-18	-10	0
6. Cc1nc([N+](=O)[O-])cn1CC(=O)Nc1ccc2c(c1)OCO2
→ -0.3	0.0	x	x	0.3	-9	0	0
7. COCCN1C2=C(COC(C)(C)C2)C(=S)NC1c1ccccc1 (stereo not drawn)
→ 2.1	-0.1	5	x	x	-132	-17	-3
8. CCCCOc1ccc(/C=C/C(=O)OCC(=O)NC(=O)NCC(C)C)cc1OCC
→ x	-0.1	-3	-2	0.5	3	x	2
9. CCOC(=O)C1CCCN(C(=O)C(=O)Nc2ccc3nc4n(c(=O)c3c2)CCCCC4)C1 (stereo not drawn)
→ 2.1	0.3	2	7	13	-7	12	1
10. COc1cc(C2CC(=O)Oc3c(C(CCN4CCCC(C)C4)c4ccc(N(C)C)cc4)c(OC)cc(OC)c32)cc(OC)c1OC (stereo not drawn)
→ 2.8	0.1	51*	-2	0.2	5	-30	5
11. C[C@H](CO)N1C[C@H](C)[C@@H](CN(C)S(=O)(=O)c2cn(C)cn2)Oc2ccc(NC(=O)Nc3ccc(C(F)(F)F)cc3)cc2CC1=O
→ -0.8	-0.1	18	-1	0.0	3	-6	-2
12. O=c1oc2ccc(Br)cc2cc1-c1nc2ccccc2o1
→ 5.7	x	-3	-6	x	-10	5	1
13. COc1cccc(S(=O)(=O)N(C)C[C@H]2Oc3cc(C#CCC(C)C)ccc3S(=O)(=O)N([C@@H](C)CO)C[C@H]2C)c1
→ -3.4	-0.2	44*	-5	0.0	-6	24	1
14. CN(CC(=O)Nc1ccc(F)cc1)CC(=O)Nc1ccc(Cl)c(S(=O)(=O)N2CCOCC2)c1
→ 0.6	0.0	-11	11	x	-13	-39	1
15. Cn1ccnc1C(O)c1ccccc1 (stereo not drawn)
→ -0.1	0.1	2	3	x	-15	3	-6
16. CCOC(=O)N1CCN(c2nc3c(C)cccn3c(=O)c2C=O)CC1
→ 0.0	0.0	-4	2	0.1	-71	8	-5
17. S=C(NCCc1cccc(Cl)c1)NC1CCCCC1
→ -2.2	0.7	-7	-17	0.0	-9	-55	-5
18. CCc1ccc(CNc2ccc3c(c2)ncn3CC)cc1
→ -0.7	0.0	18	6	0.6	1	-27	-1
19. COC(=O)C1=CN(c2ccc(C(C)(C)C)cc2)C(N)=C(C#N)C1c1cccc2ccccc12 (stereo not drawn)
→ 7.5	0.0	u	x	-0.1	-21	-2	-4
20. CCCCC[C@@H](C)N1C[C@@H](COCc2ccccc2)Oc2cc(N3CCC[C@H]3C(N)=O)ccc2S1(=O)=O
→ 1.7	-0.1	6	x	0.0	-2	-16	-3
21. COc1ccc(CN(C)C[C@@H]2OCCCC[C@@H](C)Oc3ccc(NS(C)(=O)=O)cc3C(=O)N([C@H](C)CO)C[C@H]2C)cc1
→ 1.3	-1.3	x	x	0.1	x	-10	x
22. O=C(C1CCCCC1)N1C[C@H]2[C@@H](c3ccccc31)[C@H](CO)N2C(=O)Cc1ccccn1
→ -1.2	0.3	5	-10	-0.2	-19	-10	3
23. O=C(COC(=O)c1cccc(OC(F)F)c1)Nc1cc(S(=O)(=O)N2CCCC2)ccc1Cl
→ 0.9	-0.2	3	-5	0.0	-81	-16	1
24. O=C(NCCc1ccccc1)C1CCCN1S(=O)(=O)c1ccccc1 (stereo not drawn)
→ 3.0	0.0	-2	1	x	-7	1	-4
25. O=C(CSc1nnc(NC(=O)C2CC(=O)N(c3ccc(F)cc3)C2)s1)NC1CCCC1 (stereo not drawn)
→ -1.7	0.4	-6	-3	-0.1	-37	-11	3
26. COC(=O)c1ccc2c(=O)n(-c3ccccc3)c(=S)[nH]c2c1
→ -4.1	-0.3	-5	x	3.1	4	8	2
27. COc1ccc(-c2ccc(CN3C(C(C)C)C(=O)N(Cc4cn(CCC5OCCCO5)nn4)CCS3(=O)=O)cc2)cc1OC (stereo not drawn)
→ -0.4	0.0	17	8	1.0	-7	-8	6
28. CCc1ccc(CNC(=O)C2CCN(S(=O)(=O)N3CCCCC3)CC2)cc1
→ -1.4	0.0	-10	-6	3.0	-9	x	1
29. CCN(C[C@H]1[C@@H](c2ccccc2)[C@H](CO)N1C(=O)COC)S(C)(=O)=O
→ 3.2	0.2	10	-2	0.0	-6	7	-2
30. COc1cccc(C(C(=O)NC2CCCC2)N2CCN(c3ncccc3C#N)CC2)c1OC (stereo not drawn)
→ -0.5	-0.1	2	x	0.2	-28	-12	3
31. CCN(CC)c1ccc(NC(=O)COc2ccc(N(C)S(=O)(=O)c3cccs3)cc2)cc1
→ 0.8	0.0	-4	-2	0.2	-2	-24	8
32. CCC(=O)N(C)C[C@H]1Oc2ncc(-c3ccc(C#N)cc3)cc2C(=O)N([C@H](C)CO)C[C@@H]1C
→ -0.9	-1.3	-4	2	-0.2	-9	12	1
33. CN1CCC(N(C)C(=O)c2ccccc2F)CC1
→ -1.3	0.0	2	-6	x	-1	1	-3
34. Cc1cn([C@H]2C[C@H](O)[C@@H](CCC(=O)NCc3cccs3)O2)c(=O)[nH]c1=O
→ 1.8	0.2	1	-6	0.7	-5	x	4
35. Cc1sc2ncnc(SCC(=O)NC(=O)c3cccn3C)c2c1C
→ 4.8	0.0	x	x	0.8	-15	10	-3
36. COCCCNC(=O)CCc1c(C)nc2c(c(C)nn2-c2ccc(C)cc2)c1C
→ -4.5	0.3	1	-1	0.0	-15	20	0
37. O=C(Nc1ccc2ccccc2c1)C(c1ccccc1F)n1c(=O)c(-c2cc3ccccc3[nH]2)nc2ccccc21 (stereo not drawn)
→ 1.2	-0.1	2	x	0.3	-12	-3	3
38. COc1ccc(C(C)(O)c2nc(-c3cccc(C#N)c3)cs2)cc1 (stereo not drawn)
→ -0.5	0.0	u	-1	x	-12	x	-2
39. CCc1nc2c(OCc3ccccc3C(=O)OC)cccn2c1N(C)C(=O)c1ccncc1
→ -0.2	0.0	-5	-2	0.1	-22	117*	4
40. C[C@@H]1CN([C@H](C)CO)C(=O)c2ccccc2-c2ccccc2CO[C@H]1CN(C)C(=O)Nc1ccc(-c2ccccc2)cc1
→ -1.1	0.3	-7	x	1.3	-12	6	-1
41. CO[C@H]1CC[C@H]2CCOc3ccc(C#N)cc3C(=O)N(C)C[C@@H](OC)[C@H](C)C(=O)N(C)C[C@H]1O2
→ x	0.0	-3	1	0.1	-18	12	6
42. CCS(=O)(=O)c1cc([N+](=O)[O-])c(Sc2ccccc2N)s1
→ -2.1	-0.1	-3	-5	x	-9	x	4
43. O=[N+]([O-])c1cccc(S(=O)(=O)Nc2ccccn2)c1
→ 0.5	0.0	-6	-5	0.6	-32	0	-1
44. O=C1c2cc([N+](=O)[O-])ccc2-c2ncccc21
→ -0.6	0.0	51*	x	x	-17	1	-1
45. CCOc1ccc(/C=C2/C(=N)N3OC(C)=CC3=NC2=O)cc1OC
→ 3.0	0.0	-6	2	x	3	5	-3
46. Cc1ccc(C2CC(c3cccs3)=NN2C(=O)CSc2nc(=O)n3ccc(C)cc3n2)cc1 (stereo not drawn)
→ 1.8	0.1	6	-2	x	-53	-3	1
47. O=C(Nc1ccc(Cl)c(Cl)c1)c1ccc(Cn2cc(Cl)cn2)cc1
→ x	0.0	7	3	-0.2	-12	-24	-4
48. CCC(=O)Nc1ccc2c(c1)C(=O)N(C)[C@@H]1CC[C@H](CC(=O)NC3Cc4ccccc4C3)O[C@H]1CO2
→ 0.9	0.1	u	-4	0.0	6	6	2
49. COc1ccccc1/C=C/C(=O)NC(=S)N1CCN(C)CC1
→ 1.9	0.3	18	1	-0.1	-20	-2	-3
50. O=[N+]([O-])c1c(NCCCO)cc(Sc2ccc(Cl)cc2)c2nonc12
→ x	0.0	5	3	0.4	-1	-8	6
51. C[C@H]1CN([C@@H](C)CO)C(=O)c2cccc(NC(=O)Nc3ccccc3)c2O[C@@H]1CN(C)C(=O)NC1CCCCC1
→ -4.3	0.0	6	-20	0.5	13	2	1
52. COCCOC(=O)C1=C(C)N(c2ccccc2)C(=O)NC1c1cccc([N+](=O)[O-])c1 (stereo not drawn)
→ x	0.1	-1	x	-0.9	-5	25	0
53. Cc1ccc(S(=O)(=O)NCCC(=O)NCc2ccccc2)cc1
→ -2.6	x	-1	10	x	-6	2	2
54. O=C(C[C@H]1C[C@H]2c3cc(NC(=O)C4CCC4)ccc3O[C@H]2[C@H](CO)O1)NCc1cccc(F)c1
→ 0.0	0.2	u	2	0.5	15	7	-4
55. C[C@H]1CN([C@@H](C)CO)C(=O)c2cc(Br)cnc2O[C@H]1CN(C)C(=O)Nc1ccc(F)cc1
→ x	-0.5	-1	-1	-0.1	2	-3	-2
56. COc1cccc(CN2CCN(S(=O)(=O)c3ccc(NC(C)=O)cc3)CC2)c1OC
→ -2.2	0.3	-8	x	1.2	-7	10	-2

Screening data: PubChem BioAssay, Broad Institute
